Bcl-2 Bim block: disrupts Bim peptide binding to human Bcl-2 | P10415 | Bead-based flow cytometry, Bim peptide-Bcl-2 binding | inhibition, % at 10 µM | 0.06% of 190,000 active | AID 950; in the data active = inhibition above about 40%; inconclusive = no clear call, values can overlap the other calls;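 note: 0% = no compound wells with probe peptide and 100% = reference peptide inhibitor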
RGS7-Gao reg: modulates binding of RGS7 to human Galphao; P09471; Multiplexed bead flow cytometry; actives lie on both sides; 0.35% of 220,000 active; binding response (% of control), % at 10 µM; in the data active = binding response below about 49% or above about 150%; inconclusive = no clear call, values can overlap the other calls; inactive = in between;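 note: fluorescent Galphao held in activated GDP-AlF4 state binding bead-coupled RGS7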
Target sequence (P09471 whole entry, looked up): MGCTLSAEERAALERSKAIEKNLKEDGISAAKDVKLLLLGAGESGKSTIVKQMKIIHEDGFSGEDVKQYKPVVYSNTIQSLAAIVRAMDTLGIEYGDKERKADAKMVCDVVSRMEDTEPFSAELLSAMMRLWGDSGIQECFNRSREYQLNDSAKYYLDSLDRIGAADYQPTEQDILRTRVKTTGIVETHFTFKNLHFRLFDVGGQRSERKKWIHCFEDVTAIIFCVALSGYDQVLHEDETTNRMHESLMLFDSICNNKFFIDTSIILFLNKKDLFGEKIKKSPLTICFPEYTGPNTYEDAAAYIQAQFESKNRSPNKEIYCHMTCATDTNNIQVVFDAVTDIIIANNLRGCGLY
RGS8-Gao reg: modulates binding of RGS8 to human Galphao | P09471 | multiplexed bead flow cytometry; actives lie on both sides | response (percent of control binding), % at 10 µM | 0.34% of 220,000 active | AID 1423; in the data active = response below about 60% or above about 140%; inactive = in between;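 note: Galphao activated as the GDP aluminium fluoride complex binding bead-coupled RGS8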
GSH fluor: GSH bead compound fluorescence profile; GSH beads flow cytometry, compound fluorescence 488/530 nm; stronger effect = higher value; 0.25% of 190,000 active; AID 1776; fluorescence (KMESF) at 10 µM; in the data active = fluorescence above about 89;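 note: glutathione beads carrying GST-tagged Bcl family fusion proteins plus one bare bead set; values are compound well signal with DMSO vehicle wells as background; inactives centre near 16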
ABCB1 inh: inhibitors of human ABCB1 transporter, ABCG2 counter-screen | P08183 | CCRF-Adr cells, JC-1 efflux, flow cytometry | inhibition, % at 6.6 µM | 0.067% of 190,000 active | AID 1326; in the data active = inhibition above about 40%;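 note: 0% = vehicle and 100% = reference inhibitor; higher value means more JC-1 retained so stronger ABCB1 efflux block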
RGS4-Gao reg: modulates binding of RGS4 to human Galphao. P09471. Multiplexed bead flow cytometry; actives lie on both sides. binding response (% of control), % at 10 µM. 0.33% of 220,000 active. AID 1415; in the data active = binding response below about 49% or above about 150%; inactive = in between;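 note: fluorescent Galphao activated with aluminum fluoride binding bead-coupled RGS4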
Bim-Bcl-W: disrupts Bim peptide binding to human Bcl-W | inhibition, % at 10 µM | bead-based flow cytometry | Q92843 | 0.02% of 190,000 active;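 note: 0% = bound tracer without compound and 100% = peptide blocker; higher means less fluorescent Bim peptide bound to Bcl-W beads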
Target sequence (Q92843 whole entry, looked up): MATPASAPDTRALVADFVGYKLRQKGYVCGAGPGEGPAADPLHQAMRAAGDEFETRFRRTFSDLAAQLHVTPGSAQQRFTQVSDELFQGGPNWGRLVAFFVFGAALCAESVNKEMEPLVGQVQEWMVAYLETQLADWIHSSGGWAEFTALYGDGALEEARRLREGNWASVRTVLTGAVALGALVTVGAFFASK
Bfl-1 Bim block: human Bim-Bfl-1 interaction inhibition; Q16548; Bead-based flow cytometry, Bim-Bfl-1 binding inhibition; inhibition, % at 10 µM; 0.12% of 190,000 active; AID 1008;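 note: 0% = wells without compound plus tracer and 100% = blocker peptide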
Bcl-B Bim block: inhibitors of Bim-Bcl-B interaction, human; AID 951; 0.073% of 190,000 active; bead-based flow cytometry, Bim peptide-Bcl-B binding; inhibition, % at 10 µM; Q9HD36;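 note: 0% = tracer peptide without compound and 100% = reference inhibitor peptide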
Target sequence (Q9HD36 whole entry, looked up): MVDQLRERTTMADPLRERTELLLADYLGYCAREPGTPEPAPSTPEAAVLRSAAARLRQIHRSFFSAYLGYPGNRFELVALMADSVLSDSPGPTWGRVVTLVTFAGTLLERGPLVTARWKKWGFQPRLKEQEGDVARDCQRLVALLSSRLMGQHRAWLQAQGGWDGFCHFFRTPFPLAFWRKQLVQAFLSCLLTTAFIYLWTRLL
ABCG2 inh: human ABCG2 inhibition, ABCB1 as counter-screen. IgMXP3 cells, JC-1 efflux, flow cytometry. inhibition, % at 6.6 µM. 0.1% of 190,000 active. AID 1325;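 active = inhibition above 80%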;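 note: 0% = DMSO and 100% = nicardipine control wells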
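Incubation: cells with compound and JC-1, 10 min at 25 °C, rotating, no wash / Test system: IgMXP3 (ABCG2) plus far-red-tagged CCRF-Adr (ABCB1) cells / Compound dosing: one concentration, 6.6 µM final / Also added: JC-1 fluorescent substrate / Evaluation: efflux inhibition in percent versus controls / Detection: flow cytometry, 530 nm JC-1 signal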
Bcl-XL Bim block: human Bim-Bcl-XL interaction inhibition; Bim peptide-Bcl-XL binding, bead flow cytometry, fluorescence; 0.04% of 190,000 active; Q07817; inhibition, % at 10 µM
Target sequence (Q07817 whole entry, looked up): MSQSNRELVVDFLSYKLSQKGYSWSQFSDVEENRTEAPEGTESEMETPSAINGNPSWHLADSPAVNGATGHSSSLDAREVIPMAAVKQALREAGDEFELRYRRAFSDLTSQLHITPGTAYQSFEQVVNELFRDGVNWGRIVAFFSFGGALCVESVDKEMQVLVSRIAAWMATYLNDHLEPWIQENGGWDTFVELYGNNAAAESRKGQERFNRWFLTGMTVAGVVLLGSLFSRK
* = called active by the depositor; ? = inconclusive. Cut-off read from the data, not from the text of the source, unless noted: active = inhibition above about 40%.

SMILES	Bcl-2 Bim block	RGS7-Gao reg	RGS8-Gao reg	GSH fluor	ABCB1 inh	RGS4-Gao reg	Bim-Bcl-W	Bfl-1 Bim block	Bcl-B Bim block	ABCG2 inh	Bcl-XL Bim block
CS(=O)(=O)N1CCCC(C(=O)NC2CCCCCCC2)C1 (stereo not given)	-5	96	101	49	0.8	96	-1	-14	-5	3	1
CC1CN(c2nn3c(=O)c4ccccc4nc3c3ccccc23)CC(C)O1 (stereo not given)	-4	100	101	9	0.8	106	1	-2	0	2	-1
NS(=O)(=O)c1cccnc1Nc1ccc(Cl)c(Cl)c1	-5	101	109	27	0.7	108	1	-8	-8	3	-10
Cc1ccc2nc(/C(C#N)=C\c3ccc(OC(=O)c4cccs4)cc3)[nH]c2c1	2	104	105	52	0.6	101	-1	-2	1	0	13
COc1cccc(Nc2ccccc2C(=O)O)c1	-6	78	86	20	0.2	91	-3	-13	-5	1	-4
Cc1cc(C)cc(-n2nnnc2SCC(=O)Nc2nc(-c3ccc(Cl)cc3)cs2)c1	-1	99	102	19	0.4	103	-6	-2	-5	3	-5
O=C(C1CCCN(S(=O)(=O)c2cccc3cccnc23)C1)N1CCN(c2ccc(F)cc2)CC1 (stereo not given)	-2	99	91	21	-1.4	100	2	-10	-5	0	-5
c1ccc2c(NCC3CCCO3)nc(-c3ccncc3)nc2c1 (stereo not given)	-3	102	101	11	1.1	101	1	-9	-5	12	-1
Cc1c(Cl)cccc1N(Cc1ccc(C(=O)O)cc1)S(=O)(=O)c1ccccc1	4	100	98	14	1.5	101	1	1	2	8	2
Cc1ccc(C)c(NC(=S)NCCCN2CCOCC2)c1	-1	98	99	12	0.0	96	-6	-6	-5	4	-6
CC1(C)Oc2ccc3ccc(=O)oc3c2/C(=C/N)C1=O	-10	99	103	21	0.0	100	2	-16	-4	22	-5
O=C(NC1CCCC1)C(c1ccncc1)N(Cc1ccccc1)C(=O)c1ccc(-c2ccccc2)[nH]1 (stereo not given)	-13	95	105	11	0.1	100	-8	-15	-9	-1	-9
COC(=O)[C@H](CC(C)C)NC(=O)NCCCc1ccccc1	-1	95	94	20	-0.4	75	-4	-2	-5	0	-4
O=C(NCc1ccc(F)cc1)C1(c2cccs2)CCOCC1	-4	120	120	19	0.1	112	-4	-7	0	17	-7
CCOC(=O)c1ccc2[nH]c(C)c(CCC(C)=O)c(=O)c2c1	1	101	96	15	0.2	102	-1	1	2	2	0
CC(C)(C)C(=O)[C@@H]1[C@@H]2C(=O)N(Cc3ccccc3)C(=O)[C@@H]2[C@H]2c3ccccc3C=CN12	-6	101	105	42	0.9	103	0	-8	-2	-1	0
COCCNS(=O)(=O)c1ccc2c(c1)C(=O)c1cc(S(=O)(=O)NCCOC)ccc1-2	-3	100	92	5	-0.1	78	3	-5	-2	0	-3
O=C(c1cccc(C(F)(F)F)c1)N(c1ccccn1)C1CCCCC1	-6	100	100	17	0.3	102	-2	-6	-1	0	-3
NC(=O)c1cnccn1	0	94	89	20	0.5	88	0	0	-3	0	0
CCn1nc([N+](=O)[O-])c(C(C#N)c2nc3ccccc3n2C)c(Cl)c1=O (stereo not given)	1	99	101	14	0.3	97	-2	-4	-3	0	-5
Cc1cccc(-n2c(Cc3ccccc3)nnc2SCc2ccc([N+](=O)[O-])cc2)c1	-8	101	104	8	3.0	101	-3	-3	-11	8	-8
COc1ccccc1OCC#CCNC1CCCCC1C (stereo not given)	0	?	101	13	-0.8	98	8	8	3	-2	0
CCC(C)(c1nnnn1-c1c(C)cccc1C)N(N=O)c1cccc(C(F)(F)F)c1 (stereo not given)	3	100	96	14	-0.3	98	0	7	3	0	2
NC(=O)COC(=O)c1ccccc1Nc1ccc(SC(F)F)cc1	-19	101	103	14	0.6	99	-3	-9	-11	5	-8
O=C(c1ccc(=O)oc1)N1CCN(C(c2ccccc2)c2ccccc2)CC1	-1	95	102	13	0.1	101	-2	-1	-2	0	-2
CC(C)C(=O)NC(c1ccco1)c1c(O)ccc2ccccc12 (stereo not given)	-9	96	95	27	0.2	93	0	-10	-7	0	9
BrCCOCCOc1ccc2ccccc2c1	0	94	88	14	0.7	93	-1	0	-6	11	-3
CCOC(=O)c1cc(C(C)(C)C)oc1CN	-10	97	101	22	1.5	101	-3	-19	-10	10	-6
CCOCCOC(=O)C1=C(C)N(C)C(=O)NC1c1ccccc1F (stereo not given)	3	107	106	9	-0.4	119	2	1	1	-1	1
CCOC(=O)CN1C(=O)C(O)(c2c(C)[nH]c3ccccc23)c2ccccc21 (stereo not given)	-10	101	102	25	2.1	103	-1	-21	-12	4	-8

Sorted by heavy-atom count (high to low): 13 of the compounds above.
SMILES	Bcl-2 Bim block	RGS7-Gao reg	RGS8-Gao reg	GSH fluor	ABCB1 inh	RGS4-Gao reg	Bim-Bcl-W	Bfl-1 Bim block	Bcl-B Bim block	ABCG2 inh	Bcl-XL Bim block
CC(C)(C)C(=O)[C@@H]1[C@@H]2C(=O)N(Cc3ccccc3)C(=O)[C@@H]2[C@H]2c3ccccc3C=CN12	-6	101	105	42	0.9	103	0	-8	-2	-1	0
Cc1cccc(-n2c(Cc3ccccc3)nnc2SCc2ccc([N+](=O)[O-])cc2)c1	-8	101	104	8	3.0	101	-3	-3	-11	8	-8
O=C(c1ccc(=O)oc1)N1CCN(C(c2ccccc2)c2ccccc2)CC1	-1	95	102	13	0.1	101	-2	-1	-2	0	-2
CCOC(=O)CN1C(=O)C(O)(c2c(C)[nH]c3ccccc23)c2ccccc21 (stereo not given)	-10	101	102	25	2.1	103	-1	-21	-12	4	-8
CCn1nc([N+](=O)[O-])c(C(C#N)c2nc3ccccc3n2C)c(Cl)c1=O (stereo not given)	1	99	101	14	0.3	97	-2	-4	-3	0	-5
O=C(c1cccc(C(F)(F)F)c1)N(c1ccccn1)C1CCCCC1	-6	100	100	17	0.3	102	-2	-6	-1	0	-3
NC(=O)COC(=O)c1ccccc1Nc1ccc(SC(F)F)cc1	-19	101	103	14	0.6	99	-3	-9	-11	5	-8
CC(C)C(=O)NC(c1ccco1)c1c(O)ccc2ccccc12 (stereo not given)	-9	96	95	27	0.2	93	0	-10	-7	0	9
CCOC(=O)c1ccc2[nH]c(C)c(CCC(C)=O)c(=O)c2c1	1	101	96	15	0.2	102	-1	1	2	2	0
COc1ccccc1OCC#CCNC1CCCCC1C (stereo not given)	0	?	101	13	-0.8	98	8	8	3	-2	0
BrCCOCCOc1ccc2ccccc2c1	0	94	88	14	0.7	93	-1	0	-6	11	-3
CCOC(=O)c1cc(C(C)(C)C)oc1CN	-10	97	101	22	1.5	101	-3	-19	-10	10	-6
NC(=O)c1cnccn1	0	94	89	20	0.5	88	0	0	-3	0	0

Next section.
SMILES	Bcl-2 Bim block	RGS7-Gao reg	RGS8-Gao reg	GSH fluor	ABCB1 inh	RGS4-Gao reg	Bim-Bcl-W	Bfl-1 Bim block	Bcl-B Bim block	ABCG2 inh	Bcl-XL Bim block
Cc1ccccc1C(=O)/C(C#N)=N/Nc1c(C)n(C)n(-c2ccccc2)c1=O	-10	97	100	16	-0.3	98	-7	-16	-6	-2	-11
COc1ccc(C(=O)NC(C(=O)NCc2ccccn2)C(C)C)cc1 (stereo not given)	2	112	106	14	0.9	109	1	0	2	1	1
CC(C)OP(=O)(c1ccc(N(C)C)cc1)C(Nc1ccccc1)c1cccnc1 (stereo not given)	-6	106	101	17	1.2	105	-6	-12	-14	1	-11
O=C(CSc1nncs1)Nc1ccc2c(c1)OCCO2	-1	99	103	23	0.0	104	-2	0	-1	18	-2
Cn1nc(C(=O)N2CCCc3ccccc32)c2ccccc2c1=O	-4	89	100	20	0.5	98	-1	-1	-2	13	-3
CN(C)C(CNC(=O)CN1C(=O)NC2(CCc3ccccc32)C1=O)c1ccco1 (stereo not given)	-5	102	108	25	-0.2	102	-3	-2	-2	-1	-3
Cn1nc(C(=O)Nc2ccc(S(=O)(=O)N3CCCC3)cc2)ccc1=O	-6	105	103	53	0.0	106	4	-12	-7	7	-6
CCCNS(=O)(=O)c1ccc(CCC(=O)N2CCCCC2)cc1	-13	100	105	29	0.6	101	-1	-14	-7	3	-6
c1ccc2c(c1)OCC(c1csc3ncnc(N4CCOCC4)c13)O2 (stereo not given)	-3	97	98	6	0.6	101	-2	0	-1	3	0
COc1cc2[nH]c(=O)n(Cc3ccc(C(=O)NC4CCN(Cc5ccccc5)CC4)cc3)c(=O)c2cc1OC	-1	99	102	13	0.0	101	0	-5	-2	0	0
O=C(NCCNC(=O)C(c1ccccc1)c1ccccc1)c1ccco1	-6	107	100	78	0.6	104	4	-10	-5	2	0
Cn1cnnc1SCCn1c(N2CCCCC2)nc2c1c(=O)[nH]c(=O)n2C	2	98	100	19	0.2	98	-3	0	-2	0	-3
CCC1(C)Cc2c(sc3c2c(=O)n(-c2ccccc2)c(=O)n3C)CO1 (stereo not given)	0	102	105	9	0.4	102	1	1	-5	4	-2
CCOC(=O)c1ccc(N2C(=O)c3n[nH]c(C)c3C2c2cccnc2)cc1 (stereo not given)	-1	99	102	9	0.0	100	0	-3	-1	1	0
Cc1ccc(-c2nnn(Cc3nc4ccccc4s3)n2)cc1	-8	99	103	24	4.4	99	-3	-21	-8	15	-5
CCOC(=O)c1sc2nccc(OC)c2c1N=CN(C)C	-2	97	95	20	-0.1	97	-2	-1	0	2	2
O=C(CN1CCCC1)Nc1ccc(Cl)cc1C(F)(F)F	-2	?	92	11	0.6	93	-2	-4	-2	4	0
CCC(=O)c1ccc(OCC(O)CN2CCN(c3ccc(F)cc3)CC2)cc1 (stereo not given)	1	100	101	7	1.2	101	6	-7	-1	5	-1
O=C(Nc1ncc2c(n1)-c1ccccc1OC2)c1ccc(F)cc1	5	101	106	19	0.8	103	3	-1	2	3	0
CC(=O)c1ccc(-n2nncc2-c2ccc([N+](=O)[O-])cc2)cc1	3	?	101	8	0.2	99	1	6	3	0	2
COc1ccc(C(=O)c2ccc(N(C)C)cc2)c2ccccc12	-3	87	96	13	-0.5	82	-5	-2	-9	2	-5
O=C(Cc1ccc(S(=O)(=O)N2CCCC2)s1)Nc1nc2c(s1)CCCC2	-6	100	98	25	-0.1	87	-1	-11	-10	-1	-6
O=C(O)/C=C/C(=O)Nc1ccc(OC(F)F)cc1	-4	?	102	14	0.5	101	2	-5	-3	-1	-3
CC1(c2ccccc2)CC(C)(C)N(C(=O)CSc2nnc(N)s2)c2ccccc21 (stereo not given)	-5	106	102	11	2.3	103	-2	-9	-7	5	-4

Source: PubChem
